Rev-erbA mod = modulators of human Rev-erb alpha DNA binding; P20393; activity, % at 10 µM; AID 1259318; 370,000 tested, 0.79% active; Rev-erbα–FITC-DNA binding, fluorescence polarization, 90 min;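 active = activity above about 14%, limit read from the data; passing the limit was not always enough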;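 also: 0% = DMSO wells with 35 nM protein and 100% = DMSO wells with 750 nM protein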
HGIII-sPLA2 inh = Blocks human group III sPLA2 activity; QFRET BODIPY PC-A2 liposome hydrolysis, fluorescence; inhibition, % at 12.2 µM; 370,000 tested, 0.56% active; AID 743126;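 active = inhibition above mean plus 3 SD of compounds lying within the high and low control bounds, cut at about 19% in these data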;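 also: 0% = median of test compound wells and 100% = no enzyme DMSO wells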
hcDAF12 agonist = activators of H. contortus DAF-12 nuclear receptor. HEK293 hcDAF-12 lit1-tk-luc reporter, luminescence; 0% DMSO, 100% Δ7-dafachronic acid. activation, % at 6.8 µM. 370,000 tested, 1.4% active. AID 652067;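 active = activation above the mean of all tested compounds plus 3 SD, cut at about 5.5% in these data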;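 also: 100% = response to 3 µM Δ7-dafachronic acid high control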
hgDAF-12 ag = hgDAF-12 agonism, primary luciferase screen | activation, % at 6.8 µM | 370,000 tested, 1.8% active | HEK293 GAL4-hgDAF12 UAS-luciferase reporter, agonist luminescence; normalized to butyrate control | AID 687014;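 active = activation above a cutoff set at the mean of all screened compounds plus 3 SD, cut at about 10% in these data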;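 also: 0% = DMSO wells and 100% = sodium butyrate wells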
PLCb3 inh = inhibitors of human phospholipase C beta3. Q01970. Purified PLC-beta3, fluorogenic substrate, fluorescence. inhibition, % at 12.2 µM. 370,000 tested, 0.18% active. AID 720704; in the data active = inhibition above about 11%;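 also: 0% = median of compound wells on plate and 100% = full blocker control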
Target sequence (Q01970 whole entry, looked up): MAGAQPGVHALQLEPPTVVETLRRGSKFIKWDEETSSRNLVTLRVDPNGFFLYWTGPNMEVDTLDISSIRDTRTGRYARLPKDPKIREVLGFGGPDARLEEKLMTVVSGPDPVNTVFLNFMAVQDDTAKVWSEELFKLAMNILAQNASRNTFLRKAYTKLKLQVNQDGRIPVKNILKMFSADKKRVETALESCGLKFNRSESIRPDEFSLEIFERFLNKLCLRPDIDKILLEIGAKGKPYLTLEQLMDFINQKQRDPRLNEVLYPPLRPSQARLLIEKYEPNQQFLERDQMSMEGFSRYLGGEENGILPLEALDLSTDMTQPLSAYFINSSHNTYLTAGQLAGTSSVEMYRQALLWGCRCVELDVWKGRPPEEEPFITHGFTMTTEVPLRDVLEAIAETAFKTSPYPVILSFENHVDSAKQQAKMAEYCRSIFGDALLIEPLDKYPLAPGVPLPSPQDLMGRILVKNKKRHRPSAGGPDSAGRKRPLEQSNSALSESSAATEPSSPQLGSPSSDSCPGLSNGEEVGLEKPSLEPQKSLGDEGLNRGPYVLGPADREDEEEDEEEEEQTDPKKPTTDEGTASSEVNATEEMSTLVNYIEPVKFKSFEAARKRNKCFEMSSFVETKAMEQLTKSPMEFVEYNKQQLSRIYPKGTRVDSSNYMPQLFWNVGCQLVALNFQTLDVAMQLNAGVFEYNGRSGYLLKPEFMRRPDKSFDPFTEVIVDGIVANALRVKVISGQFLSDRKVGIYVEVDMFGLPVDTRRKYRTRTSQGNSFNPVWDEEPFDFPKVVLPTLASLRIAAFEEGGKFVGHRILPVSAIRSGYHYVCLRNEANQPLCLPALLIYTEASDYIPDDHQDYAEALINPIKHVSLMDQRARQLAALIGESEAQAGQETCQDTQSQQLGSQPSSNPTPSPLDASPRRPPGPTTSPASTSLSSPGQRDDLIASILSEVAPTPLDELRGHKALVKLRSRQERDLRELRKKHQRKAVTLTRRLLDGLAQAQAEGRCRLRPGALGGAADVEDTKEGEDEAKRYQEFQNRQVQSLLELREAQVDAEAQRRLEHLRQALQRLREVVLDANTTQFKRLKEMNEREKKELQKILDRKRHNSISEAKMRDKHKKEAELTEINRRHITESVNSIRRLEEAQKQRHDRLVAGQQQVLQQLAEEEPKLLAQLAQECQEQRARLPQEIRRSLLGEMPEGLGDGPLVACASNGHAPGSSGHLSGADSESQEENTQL
SMARCA2 act = SMARCA2 function activation, primary screen. MG213 cells, MMTV-luciferase reporter, dexamethasone, overnight. activation, % at 9.1 µM. 370,000 tested, 1% active; in the data active = activation above about 7.8%;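 also: 0% = vehicle wells and 100% = reference activator wells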
PG9 Ab binder = small molecules binding HIV-1 gp120 antibody PG9. TR-FRET gp120-PG9 antibody binding. inhibition, % at 6.7 µM. 360,000 tested, 0.43% active. AID 624416; in the data active = inhibition above about 8.5%
DAX1 inh-1 = inhibitors of human orphan nuclear receptor DAX1 (NR0B1). AID 504766. HEK293 Gal4-DAX1 luciferase reporter, luminescence. inhibition, % at 6.75 µM. P51843. 340,000 tested, 0.99% active;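 active = inhibition above the mean over all tested compounds plus 3 SD, cut at about 4.2% in these data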;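 also: 0% = DAX1-transfected cells with DMSO and 100% = empty-vector control cells with DMSO; inhibition shows as a rise in luminescence from relieved DAX1 repression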
FXN GAA850 act = activators of GAA850 frataxin (FXN) promoter | 360,000 tested, 0.56% active | HEK293 lucGAA850 FXN promoter luciferase reporter, 24 h; percent of 10 µM SAHA response | AID 540364 | activation, % at 6 µM;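 active = activation above the average of all compounds screened plus 3 SD, cutoff fixed separately per campaign, cut at about 7.5% in these data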;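 also: 0% = DMSO wells and 100% = 10 µM SAHA wells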
ssDAF-12 act = activates DAF-12 receptor from parasite S. stercoralis. HEK293 ssDAF-12/GRIP1 lit1-tk-luc reporter, luminescence; % of 3 µM dafachronic acid response. AID 652126. activation, % at 6.8 µM. 370,000 tested, 1% active;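 active = activation above the mean over all tested compounds plus 3 SD, cut at about 0.9% in these data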;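 also: 0% = DMSO-only wells and 100% = 3 µM delta7-dafachronic acid wells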
DAX1 inh-2 = blocks DAX1 repression of SF-1 activated StAR promoter | HEK293T StAR-luciferase reporter, SF-1/DAX-1 repression relief | inhibition, % at 6.8 µM | 370,000 tested, 1.1% active | AID 652010;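 active = inhibition above the mean over all tested compounds plus 3 SD, cut at about 3.6% in these data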;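 also: 0% = DAX-1 cells with DMSO and 100% = cells lacking DAX-1 with DMSO; higher inhibition means more luminescence from relief of DAX-1 repression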
* hit, by the source's call; i = inactive; . = no result given. An unsorted share of the library; overall some 7% were active at least once.

SMILES	Rev-erbA mod	HGIII-sPLA2 inh	hcDAF12 agonist	hgDAF-12 ag	PLCb3 inh	SMARCA2 act	PG9 Ab binder	DAX1 inh-1	FXN GAA850 act	ssDAF-12 act	DAX1 inh-2
COc1ccccc1NC(=O)c1c(Br)cnn1C	2	11	-1.7	-0.7	2	1	-1.0	0.2	-1.5	-1.6	-0.5
CC(OC(=O)c1ccc(NC(=O)CC#N)cc1)C(=O)NC(c1ccccc1)c1ccccc1 (stereo unspecified)	-3	-41	-2.6	1.6	-21	-3	-0.3	0.1	-2.4	-0.8	-1.5
Cc1ccc(C(=O)CCC(=O)NNC(=O)c2ccccc2O)cc1	-4	9	2.1	3.7	-22	-3	-0.1	0.1	1.7	-1.3	-0.8
CCN(CC)C(=O)COc1ccc2c(c1)C(=O)CC(C)(C)O2	3	-2	1.9	2.0	i	0	-0.1	0.5	1.9	-0.5	0.1
N#Cc1c(-n2cccc2C=O)sc2c1CCCC2	4	9	0.8	-3.2	-14	-7	-1.8	-0.1	0.7	-1.6	-0.5
COc1cccc(/C=C/C(=O)c2ccc(NC3=NCCCS3)cc2)c1	-1	-9	-0.8	6.5	-2	0	-0.4	0.2	-0.3	-0.4	-0.1
Cc1ccc(CNS(=O)(=O)/C=C/c2ccc3c(c2)OCO3)cc1	2	-16	-0.4	-2.4	-4	-3	-2.4	1.0	0.2	-0.7	-0.2
CC(=O)N1CCN(C(=O)c2cccc(S(=O)(=O)Nc3c(C)n(C)n(-c4ccccc4)c3=O)c2)CC1	2	7	-0.6	0.1	-3	1	2.6	1.3	-0.4	-0.8	-1.1
COc1ccc(NC(=O)CN(C)CC(=O)Nc2ccc3c(c2)CCC3)cc1	-2	-11	0.7	-0.5	2	-2	0.6	-2.4	-0.4	-0.3	-0.3
N/C(=N\OC(=O)Nc1ccc(Cl)cc1)c1ncc(C(F)(F)F)cc1Cl	4	-8	-0.1	3.8	1	3	2.0	0.0	2.7	-0.5	0.4
O=C(CCc1nnc(CCc2c[nH]c3ccccc23)o1)NC1CCC1	-1	-11	7.6*	16*	-6	2	1.6	2.5	5.2	1.1*	1.5
Cc1noc(N)c1C(=O)Nc1ccc(C(C)(C)C)cc1	-2	-5	1.5	13*	2	2	-0.8	3.0	6.3	0.3	1.6
Cc1cc(C)cc(C(=O)NC(CC(N)=O)c2ccc(NC3CCCCCCCCCCC3)c([N+](=O)[O-])c2)c1 (stereo unspecified)	2	3	-0.8	-0.3	-1	0	-1.2	0.0	0.3	-0.1	0.0
Fc1ccccc1CNCCC(Cc1ccccc1)c1ccc2c(c1)OCO2 (stereo unspecified)	0	-14	0.3	0.8	3	-2	-2.5	-0.7	-3.7	-0.7	-0.6
O=C(CSc1ncnc2scc(-c3ccccc3)c12)NCc1ccc2c(c1)OCO2	5	-3	-2.4	-3.0	1	-4	-1.0	-0.4	3.8	-1.6	-0.3
CCOC(=O)C1CCN(C(=O)Cc2c(C(=O)O)[nH]c3ccccc23)CC1	3	1	1.7	1.9	-3	-2	2.1	0.0	-0.3	0.0	-0.7
CCCc1c(C)nc(N2CCN(c3ccc(F)cc3)CC2)[nH]c1=O	7	1	-2.3	0.9	-2	0	-0.8	3.1	-0.5	-1.6	-0.5
COc1cccc(CNC(=O)[C@@H]2CCCN2C(=O)[C@@H]2CCCN2)c1	-7	0	-0.9	-0.2	2	-5	-1.5	.	.	-0.9	0.8
O=Cc1c(Sc2ccccc2)nc2ccccn2c1=O	-3	-2	-0.2	1.9	-1	3	-1.3	0.8	0.6	-1.0	-1.3
CCOC(=O)C[C@H]1c2cc(F)ccc2S(=O)(=O)N1C1CCCCC1	2	9	-0.6	-1.2	4	-1	0.2	1.4	-0.7	-1.2	0.6
CCOC(=O)Nc1ccc([N+](=O)[O-])cc1C	7	4	-0.5	-0.6	0	-3	-0.8	-0.3	2.2	-1.6	0.2
O=C1c2ccccc2NC(c2ccc(-c3cccc(Cl)c3)o2)N1O (stereo unspecified)	6	-49	1.8	9.6	-64	1	0.1	1.5	4.5	0.1	2.0
CC1Cc2cc(S(=O)(=O)NCc3ccccc3)ccc2N1C(=O)C1CCC1 (stereo unspecified)	-6	-4	-0.4	-0.9	-5	-2	0.3	0.2	1.3	-1.2	-0.8
Brc1cccc(-c2nc3c4ccccc4ccn3c2Cc2ccsc2)c1	-8	-3	3.6	5.1	-49	1	-0.3	.	.	1.8*	2.2
O=C(CSc1nnnn1C1CCCCC1)NNC(=O)c1ccco1	-7	4	-1.7	-3.7	0	3	-0.5	-0.5	-0.8	-1.2	0.4
COc1ccc(C(C)=O)cc1COC(=O)c1ccc(S(=O)(=O)N2CCOCC2)cc1	-1	-5	-1.2	2.7	3	-3	0.1	-0.5	-2.4	-0.9	0.3
CCn1nnc(-c2ccccc2NC(=O)C(F)(F)F)n1	-8	-5	-1.5	-0.8	5	1	-2.6	-0.4	2.6	-1.7	0.2
CCOc1ccc(/C=C/C(=O)OCC(=O)NCCc2ccc(OCC)c(OCC)c2)cc1OC	-1	-9	-0.2	-0.3	-40	-2	-0.3	0.5	1.9	-0.2	-0.9
COc1ccc(CN2CCC2(C)C(=O)NCc2ccc3c(c2)OCO3)c2ccccc12 (stereo unspecified)	0	-6	-2.5	-4.2	-4	-5	-0.6	.	4.2	-1.7	-1.2
CC1(C(=O)NS(=O)(=O)c2ccccc2)CCN1C(=O)c1ccccc1CCc1ccccc1 (stereo unspecified)	-6	-9	-0.8	-0.8	-10	-2	-1.2	.	-0.2	-1.4	-1.4
Cc1cccc(NC(=O)CSCC(=O)Nc2cc(Cl)ccc2N2CCOCC2)c1	3	-14	-1.4	2.7	-4	-1	0.9	-0.8	1.7	-1.1	-0.5
O=C(NC1CCCCCC1)c1cc(S(=O)(=O)N2CCC3(CC2)OCCO3)ccc1F	-3	-2	-0.6	1.8	0	-1	-1.3	-0.7	1.3	-0.6	-0.4
CC(=O)c1ccc(-n2nnnc2SCC(=O)NC2CCCCC2)cc1	2	-1	2.2	-2.6	-17	1	-0.8	-0.3	0.0	0.0	-0.5
COCC(C)n1c(C)cc(C(=O)COC(=O)CCc2nc3ccccc3c(=O)[nH]2)c1C (stereo unspecified)	-8	-12	-1.6	1.2	-7	-4	0.7	-0.5	-0.8	-1.4	0.7
c1ccc(NN(Cc2ccccn2)c2ccccc2)cc1	0	15	0.8	-0.9	-16	-8	-0.5	1.0	1.0	-0.7	-1.2
Cc1ccc(OCC(=O)N2CCN(C(=O)c3ccncc3)CC2)cc1	-3	-9	1.5	-2.0	-7	0	-1.5	-0.3	1.0	-1.5	-0.1
CC1=C(C)CC2C(C1)C(=O)c1ccc(Br)cc1S2(=O)=O (stereo unspecified)	0	0	-0.4	-1.0	1	0	-3.0	0.5	0.9	-0.9	0.7
c1cc2c(cn1)cnc1cscc12	5	1	-3.5	9.3	-30	1	-0.6	0.9	3.0	-1.6	0.0
O=C(CCNS(=O)(=O)c1cccc2nsnc12)NC1CCN(Cc2ccccc2)CC1	-4	6	-0.5	2.3	-1	-7	1.8	-0.3	-0.1	-0.7	-0.2
Cc1[nH]n(-c2ncc(-c3ccccc3)s2)c(=O)c1C(c1ccc(Br)cc1)C(C#N)C#N (stereo unspecified)	-7	-1	-0.2	0.0	-3	1	-2.8	0.2	1.4	-1.5	-0.4
COc1ccc2[nH]c3nc(SCC(=O)NC4CC4)nnc3c2c1	-5	2	-2.7	0.9	-4	-2	1.7	0.1	0.6	-1.2	0.1
O=C(Nc1ccc(OC(=O)c2cccnc2)cc1)c1cccnc1	5	-1	0.1	0.0	1	-2	0.9	0.3	-2.4	-0.6	-0.3
COc1ccc(C(=O)OCC(=O)N2CCC(C)CC2)cc1S(=O)(=O)N1CCOCC1	-1	-3	-0.1	-0.2	-7	-1	-1.1	-1.3	0.8	-1.3	0.6
CCn1nc(C(=O)NNC(=O)c2ccccc2OCc2c(C)noc2C)c2ccccc2c1=O	2	1	-1.0	0.2	-5	1	-1.2	0.5	-2.4	-1.4	-2.9
Cc1ccc(NC(=O)CCCC(=O)OC(C)C(=O)c2ccccc2)cc1 (stereo unspecified)	0	-6	-0.8	0.1	-8	-1	0.4	-1.4	-0.2	-1.4	-0.4
COc1ccccc1Nc1nc(NCCO)nc(N)c1[N+](=O)[O-]	-4	-7	-2.7	0.6	1	-1	0.5	.	-0.9	-2.0	-0.7
CC(C)S(=O)(=O)C1=NSC2=NC(=O)/C(=C\c3ccc(-c4ccccc4)o3)C(=N)N21	-6	-12	0.6	-0.8	-41	-3	0.1	-0.1	1.8	-1.4	0.9
O=C(Nc1ccc(C(=O)Oc2ccccc2)c(O)c1)c1ccccc1	-5	-16	1.9	3.4	-14	3	-1.5	-0.4	2.1	-1.9	-0.7
O=C(CCNC(=O)C1CCN(S(=O)(=O)c2ccccc2)CC1)NCCc1cccc(F)c1	3	-1	-1.2	0.7	-7	0	-0.2	-0.2	-1.2	-0.6	-0.1
COc1ccccc1-n1cccc1C=O	5	4	-0.1	-1.0	-1	-1	-1.6	2.6	-0.4	-1.3	-0.1
COc1ccccc1/C=C1/C(=O)N(c2cc(C)cc(C)c2)C(c2cccc([N+](=O)[O-])c2)S1(=O)=O (stereo unspecified)	-6	-15	-0.7	-1.4	3	-2	-2.1	-0.1	-1.6	-0.5	-0.7
O=C(CCSCCC(=O)Nc1c(F)c(F)c(F)c(F)c1F)Nc1c(F)c(F)c(F)c(F)c1F	-3	-4	-0.9	1.0	-3	-1	-0.8	-1.3	2.2	-1.4	0.0
CCCc1cc(C(=O)Nc2ccc(C)cc2)no1	5	17	6.2*	17*	-1	12*	0.0	1.5	4.8	0.8	5.2*
Cc1cccc(NC(=O)CCNS(=O)(=O)c2ccc3[nH]c(=O)oc3c2)c1	-1	-6	-1.7	-0.4	-2	-4	-2.1	-0.6	-0.4	-0.6	0.2
Cc1ccc(Cc2c(C)nc3nc(SCC(=O)NCCCN4CCCCCC4)nn3c2C)cc1	5	-15	-0.6	0.5	-8	-3	0.7	.	.	-1.0	-0.2
COc1ccc(N(C)C(=O)Nc2ccc3nsnc3c2)cc1	2	0	1.2	1.2	-485	-3	-1.9	-1.0	0.5	-0.4	-0.6
CCn1c(SCc2ccc(F)cc2)nc2c(c1=O)SCC2	-1	-1	-1.3	1.3	-8	-3	-0.5	-1.1	3.4	-1.8	-1.2
O=C(NCCCCCCCCCNC(=O)C(F)(F)F)C(F)(F)F	1	4	-0.5	0.3	-2	-3	-0.3	0.9	0.3	-1.3	0.6
